High-throughput results deposited in PubChem by several laboratories.
RmlCD inh 1536: M. tuberculosis RmlC/RmlD inhibition | RmlC+RmlD coupled enzyme assay, percent inhibition; primary screen in compound mixtures | inhibition, % at 3.6 µM | 160,000 compounds, 0.03% hits | AID 1533; in the data active means inhibition mostly above about 34%, no sharp cut-off; further: some results filed as inactive read as strong as hits
Target sequence (P9WH09 whole entry, looked up): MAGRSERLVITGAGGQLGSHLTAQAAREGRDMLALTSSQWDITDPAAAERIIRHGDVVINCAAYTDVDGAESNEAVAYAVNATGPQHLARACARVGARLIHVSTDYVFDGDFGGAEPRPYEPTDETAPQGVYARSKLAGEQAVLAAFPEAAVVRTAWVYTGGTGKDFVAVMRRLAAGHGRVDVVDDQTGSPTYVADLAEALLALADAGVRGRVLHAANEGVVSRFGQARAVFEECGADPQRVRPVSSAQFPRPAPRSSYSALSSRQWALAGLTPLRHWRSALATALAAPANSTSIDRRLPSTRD
Target sequence (P9WH11 whole entry, looked up): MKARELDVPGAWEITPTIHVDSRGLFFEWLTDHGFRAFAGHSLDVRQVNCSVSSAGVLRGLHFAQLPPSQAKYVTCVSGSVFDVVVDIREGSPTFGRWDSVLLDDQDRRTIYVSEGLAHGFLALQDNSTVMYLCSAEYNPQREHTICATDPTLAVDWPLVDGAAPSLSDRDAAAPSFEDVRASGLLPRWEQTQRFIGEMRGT
M. tuberculosis GlmU: inhibition of mycobacterial GlmU enzyme – biochemical, glucosamine-1-phosphate acetyltransferase (AID 1376); M. tuberculosis GlmU acetyltransferase enzyme assay; higher % means a stronger effect; one-dose inhibition, %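 (tested at 30 µM in the primary screen)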; IC50 in µM for titrated hits; 220,000 compounds, 0.25% hits; in the data active means inhibition above about 13%;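 further: 0% = complete reaction with vehicle and 100% = reaction without substrate; strong numbers were not always called active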
Active calls of the source: *; · = not tested or not shown. This is a subset. The share of hits here may be higher or lower than overall.

Values run as follows: RmlCD inh 1536 | M. tuberculosis GlmU
- O=C(CC1S/C(=N/N=C/c2c[nH]c3ccc(OCc4ccccc4)cc23)NC1=O)Nc1ccccc1 (configuration not stated)
  -7 | -9.0%
- COc1ccc(C(c2sc3ncnn3c2O)N2CC(C)OC(C)C2)cc1OC (configuration not stated)
  · | 1.7%
- O=c1c(Cl)c(Cl)cnn1Cc1nnc(-c2ccc(Cl)cc2)o1
  -9 | 0.4%
- CN1CCN(CC(=O)NN2CC(=O)N(c3ccc(F)cc3)CC2=O)CC1
  2 | 3.6%
- O=S(=O)(Nc1nc2c(s1)CCCC2)c1ccc2ccccc2c1
  · | 1.8%
- COc1ccc2c(Cl)c(-c3nnc(SCC(N)=O)n3C)sc2c1
  · | -2.3%
- Cc1ccc(S(=O)(=O)NC2(C(F)(F)F)C(=O)Nc3c2c(=O)[nH]c(=O)n3-c2ccccc2)cc1 (configuration not stated)
  4 | 1.1%
- COc1ccc(C2CC(c3ccc4ccccc4c3OC(C)=O)=NN2C(=O)/C=C/c2ccccc2)cc1 (configuration not stated)
  -13 | 1.1%
- Cc1ccc(S(=O)(=O)NC(CC(=O)O)c2ccco2)cc1 (configuration not stated)
  3 | 5.2%
- COC(=O)c1[nH]c2cc(OC)ccc2c1N=CN(C)C
  · | 0.5%
- CCOC(=O)C1=C(N)N(c2cc(S(=O)(=O)N3CCOCC3)ccc2Cl)C(=O)C1
  3 | 1.5%
- COCCOC(=O)C1=C(N)OC2=C(C(=O)CC(C)(C)C2)C1c1cccnc1 (configuration not stated)
  6 | -3.8%
- CCOc1ncccc1C(=O)NCc1ccc(OC)cc1
  · | 0.0%
- CCC(C)N(C(=O)c1csnn1)C(C(=O)NCc1ccc(F)cc1)c1ccco1 (configuration not stated)
  -6 | -4.7%
- CCc1nnc(NC(=O)C2CCCCN2S(=O)(=O)c2ccccc2)s1 (configuration not stated)
  -6 | -3.8%
- CCOC(=O)C1=C(CC)OC(N)=C(C#N)C1c1cccs1 (configuration not stated)
  · | -4.3%
- O=C(C[n+]1ccc(/C=N/O)cc1)NC1CCCCC1
  -8 | -1.2%
- Cn1ncc([N+](=O)[O-])c1C(=O)Nc1ccc2c(c1)OCCO2
  · | -3.5%
- CCOC(=O)c1ccccc1NC(=O)c1n[nH]c(=O)c2ccccc12
  7 | 6.0%
- COc1ccccc1NC(=S)NCc1ccco1
  -3 | 3.2%
- C/C=C/c1cc(CN2CCN(c3ccc(OC)cc3)CC2)c(O)c(OC)c1
  9 | -0.8%
- [N-]=[N+]=CC(=O)CNC(=O)[C@@H](Cc1ccccc1)N1C(=O)c2ccccc2C1=O
  · | 3.1%
- CC(=O)c1ccc(NS(=O)(=O)c2ccc(CC(C)C)cc2)cc1
  -31 | 3.0%
- N#CC(c1ccc(Cl)cc1)c1nc2ccccc2nc1C(F)(F)F (configuration not stated)
  -6 | 0.3%
- CN(C)S(=O)(=O)c1ccc(C(=O)OCC(=O)NCc2ccco2)cc1
  -1 | -7.4%
- O=C(NO)C1CC2C=CC1C2 (configuration not stated)
  -9 | -0.1%
- CCN1CCN(c2nc(-c3ccccn3)nc3ccccc23)CC1
  · | -9.8%
- COC(=O)Nc1ccc(OCc2ccccc2)cc1
  8 | 1.1%
- Cc1cc(Cl)c(S(=O)(=O)NCC2CCCO2)cc1OCC(N)=O (configuration not stated)
  · | 3.1%
- CCC(=O)N1CCN(c2ccc(NC(=O)c3ccco3)cc2)CC1
  -4 | -1.9%
- O=c1c2cc(Cl)ccc2[nH]c(=S)n1Cc1cccs1
  2 | 1.6%
- CCCCNc1c(N)n(CC(C)C)c(=O)[nH]c1=O
  -6 | 2.7%
- COC(=O)n1c(=O)oc2cc(S(=O)(=O)N3CCCCC3)ccc21
  12 | 4.5%
- Cc1cc(=O)[nH]c(N/N=C/c2ccccn2)n1
  4 | -0.5%
- COc1ccc2c(c1)CCc1cc(C(=O)O)sc1-2
  · | -0.7%
- Cc1noc(C)c1C(=O)NNc1cc(Cl)ccc1Cl
  · | -0.3%
- Cc1ccccc1CN1CCN(S(C)(=O)=O)CC1
  -12 | -0.6%
- Cc1ccc(S(=O)(=O)Oc2ccc(C(c3c(C)[nH][nH]c3=O)c3c(C)[nH][nH]c3=O)cc2)cc1
  17 | 0.9%
- CC(/C=N/NC(=O)c1cc(-c2ccc(C)s2)[nH]n1)=C\c1ccccc1
  3 | -1.9%
- CC(C)C(=O)c1cn(CC(=O)NCc2ccco2)c2ccccc12
  · | 2.5%
- CSc1ccccc1NC(=O)COc1ccc(S(=O)(=O)N2CCCC2)cc1
  5 | ·
- CCSc1nnc2c(n1)OC=Nc1ccc(Br)cc1-2
  · | -1.7%
- Cc1nc(NC(C)C)c2oc3ccccc3c2n1
  -10 | 4.2%
- Cc1cc(N2CCCCC2)c(F)cc1[N+](=O)[O-]
  · | 0.5%
- COC(=O)C(C)Sc1n[nH]c(=S)s1 (configuration not stated)
  1 | -4.8%
- COc1ccc2nc3ccccc3nc2c1NC(=O)c1ccc(Cl)cc1Cl
  6 | -6.0%
- O=c1c2cn[nH]c2nc(SCc2ccc3c(c2)OCCO3)n1-c1ccccc1
  11 | 1.1%
- Nc1ccc2nc(NC(=O)C3CCCCC3)sc2c1
  0 | -2.5%
- Cc1ccc(C2C(C#N)=C(N)SC(N)=C2C#N)c(C)c1
  6 | -2.9%
- O=P(OCC(F)(F)C(F)F)(N1CCOCC1)N1CCOCC1
  4 | -0.3%
- CCN(CC)C(=O)C1CCCN(C/C(C)=C/c2ccccc2)C1 (configuration not stated)
  6 | -3.9%
- Cc1nnc(SCC(=O)Nc2cc(C(F)(F)F)ccc2N2CCOCC2)o1
  13 | -2.3%
- O=C(NNC(=S)NC1CC2C=CC1C2)c1ccncc1 (configuration not stated)
  -9 | 72%
- CCOc1cc(C)c(Cl)cc1S(=O)(=O)NCc1ccc2c(c1)OCO2
  6 | 7.0%
- CCN(c1ccc(NC(=O)COC(=O)CCc2nc3ccccc3n2-c2ccccc2)cc1)C(C)C
  3 | -3.7%
- Cc1nc2cc(NC(=O)N3CCN(c4ccccn4)CC3)ccc2o1
  -5 | -2.7%
- COc1ccccc1C(CNC(=O)c1ccc(S(=O)(=O)NCc2ccco2)cc1)N(C)C (configuration not stated)
  -14 | 0.6%
- COc1ccc(/C=C/C(=O)OCC(=O)Nc2ccc(N3CCOCC3)cc2)cc1
  21 | -8.1%
- COc1ccc(NC(=O)C(c2ccccc2)c2ccccc2)cn1
  -6 | -4.4%
- NC(=O)C1(N2CCCCC2)CCN(C(=S)Nc2ccc(Cl)cc2)CC1
  · | -5.0%

Next section.
mol | RmlCD inh 1536 | M. tuberculosis GlmU
COC(=O)C1=C(C)N(Cc2ccccc2)C(=O)N[C@H]1c1cccc(F)c1 | · | -3.2%
CCOc1ccc(C(C)C)cc1S(=O)(=O)n1ccnc1C | · | -0.5%
COc1cccc(NC(=O)/C=C/c2ccccc2[N+](=O)[O-])c1 | -9 | 8.6%
Cc1ccc2nsnc2c1S(=O)(=O)NC1CC1 | · | 3.4%
N#CCc1ccc(C(=O)c2ccccc2)s1 | -4 | 0.0%
CC(C)C(=O)Nc1ccc(NC(=O)c2cccs2)cn1 | 1 | 4.0%
CCN(CC)S(=O)(=O)c1ccc2[nH]cc(C(=O)NCCC3=CCCCC3)c(=O)c2c1 | 6 | -5.8%
CSc1nc(NC(C)=O)nc(C)c1Cl | -4 | 0.8%
COC(=O)CC1C(=O)NCCN1C(=O)CSc1nc2ccc([N+](=O)[O-])cc2s1 (configuration not stated) | 1 | 1.0%
O=C(NCc1ccc(Cl)s1)c1cc(COc2c(F)cccc2F)on1 | 5 | 1.0%
CC1(C)CC(=O)C2=C(C1)NC(SCC(=O)Nc1ccccc1)=C(C#N)C21CCCCC1 | 2 | 3.4%
O=C(/C=C/Nc1ccc([N+](=O)[O-])cc1Br)c1cccc2ccccc12 | 5 | -4.4%
Cc1noc(C)c1COC(=O)c1cccc(S(=O)(=O)N2c3ccccc3CC2C)c1 (configuration not stated) | · | 0.2%
COc1ccc(NC(=O)c2ccc(-n3cccn3)nc2)cc1 | -2 | 0.9%
COc1cccc(S(=O)(=O)NCc2ccc(C(=O)NCc3ccco3)cc2)c1 | -7 | 4.0%
COC(=O)c1cn(NC(=O)COc2ccc(Cl)cc2)c(=O)c2ccccc12 | -1 | 0.3%
Cc1ccc2cc(S(=O)(=O)NCCCN3CCOCC3)ccc2c1 | -1 | -3.2%
O=C(NCCCO)c1nc2ccccc2s1 | 8 | -2.9%
c1ccc(-c2noc(CN3CCN(c4ccccc4)CC3)n2)cc1 | -4 | 2.1%
Cc1ccc(-c2nc(CS(=O)CC(=O)NCCN3CCOCC3)c(C)o2)cc1 (configuration not stated) | 1 | 0.1%

Profiles, quoted from the list. Screens in order: RmlCD inh 1536, M. tuberculosis GlmU
COC(=O)c1cn(NC(=O)COc2ccc(Cl)cc2)c(=O)c2ccccc12 across the screens: -1, 0.3%
c1ccc(-c2noc(CN3CCN(c4ccccc4)CC3)n2)cc1 across the screens: -4, 2.1%
COc1cccc(S(=O)(=O)NCc2ccc(C(=O)NCc3ccco3)cc2)c1 across the screens: -7, 4.0%
O=C(/C=C/Nc1ccc([N+](=O)[O-])cc1Br)c1cccc2ccccc12 across the screens: 5, -4.4%
COc1ccc(NC(=O)c2ccc(-n3cccn3)nc2)cc1 across the screens: -2, 0.9%

Remaining list, next part.
mol | RmlCD inh 1536 | M. tuberculosis GlmU
COc1ccc(C2(C(=O)Nc3ccc(S(=O)(=O)Nc4nc(C)cc(C)n4)cc3)CCCC2)cc1OC | 14 | 8.2%
COc1ccc(NC2=C(C(C)=O)C(c3ccc(N(C)C)cc3)C(C(C)=O)C(C)(O)C2)cc1 (configuration not stated) | -8 | 5.1%
O=C1CCCC2=C1Sc1ccc(Cl)cc1N2 | -4 | -6.6%
Nc1nc(CN2CCN(C(=O)c3ccco3)CC2)nc(Nc2cccc(Cl)c2)n1 | -2 | -6.0%
CN(CC(=O)Nc1sccc1C#N)C1CCCCC1 | -7 | 9.6%
CCCC12CN3CC(CCC)(CN(C1)C3c1ccco1)C2=O (configuration not stated) | -11 | 0.5%
CN1CCc2c(n(CC(O)CN3C(=O)c4ccccc4S3(=O)=O)c3ccccc23)C1=O (configuration not stated) | · | 7.2%
CC(C)C(NS(=O)(=O)c1cc(C(=O)O)ccc1Cl)C(=O)O (configuration not stated) | 0 | -5.7%
COC(CNC(=O)c1ccc2nc(-c3cccs3)c(-c3cccs3)nc2c1)OC | 11 | 1.9%
OC(CNCc1cccc(Br)c1)c1ccccc1 (configuration not stated) | 4 | 0.2%
O=C(c1nnc(Cc2ccc(Cl)cc2)o1)N1CCc2ccccc2C1 | · | 2.4%
CC(C)(C)C(=O)Oc1ccc2cc(-c3ccc4ccccc4n3)c(=O)oc2c1 | -10 | -1.9%
CCSc1ccc(-c2cccc([N+](=O)[O-])c2)nn1 | 12 | -0.3%
Cc1ccc(C)c(Cn2c(CN(C)Cc3ccccc3)nc3c2c(=O)n(C)c(=O)n3C)c1 | 7 | 1.3%
CC(NC(=O)c1csc2ccccc12)C1CCCO1 (configuration not stated) | -5 | -0.3%
Cc1c(N)cccc1-c1nc2ccccc2[nH]1 | 25 | -3.6%
CCC/C=C(\CCC)C(NC(=O)Cc1ccccc1)c1ccc(C(=O)OC)cc1 (configuration not stated) | · | -0.3%
CCOC(=O)/C=C/C(=O)Nc1ccccc1C(=O)NC1CCCCC1 | 6 | 2.5%
CC1CC(C)CN(S(=O)(=O)c2cccc(C(=O)N3C(=O)c4cccc(N)c4C3=O)c2)C1 (configuration not stated) | 16 | 3.3%
OC(CN1CCN(c2ccccc2)CC1)c1c[nH]c2ccccc12 (configuration not stated) | · | -2.8%
COc1ccc(-c2cc(C(=O)N/N=C/c3sccc3C)c3ccccc3n2)c(OC)c1 | 9 | 7.6%
O=C(NCC(c1ccco1)N1CCCC1)c1ccccc1F (configuration not stated) | -9 | -0.1%
O=C(NC(=S)N1CCc2ccccc21)c1ccccc1 | 7 | -0.7%
CCCCSc1nnc(-c2cc(Br)ccc2N)c(=O)[nH]1 | 8 | 1.8%
Cc1cc(C)n2[nH]c(=O)c(N=Nc3cccc(Cl)c3)c2n1 | 9 | 1.9%
CCOc1cc(/C=N/NC(=O)CN2CCCCC2)ccc1OCc1ccccc1 | · | -4.1%
CCCCc1nc(SCCOC)c2c(=O)n(C)c(=O)n(C)c2n1 | 6 | -1.0%
C(=N\n1cnnc1SCc1ccccc1)/c1ccco1 | · | -1.5%
Cc1ccc(S(=O)(=O)NNC(=O)c2ccoc2C)cc1 | 10 | 1.5%
COc1ccc(/C=N/Nc2ccccn2)c(OC)c1OC | -53 | 0.0%

Part of the list above, field by field:
> CC(/C=N/NC(=O)c1cc(-c2ccc(C)s2)[nH]n1)=C\c1ccccc1
- RmlCD inh 1536: 3
- M. tuberculosis GlmU: -1.9%

> CC(C)C(=O)c1cn(CC(=O)NCc2ccco2)c2ccccc12
- RmlCD inh 1536: ·
- M. tuberculosis GlmU: 2.5%

Next part
mol | RmlCD inh 1536 | M. tuberculosis GlmU
Cn1c(CN2CCOCC2)c(C#N)c2ccccc21 | 97 | 2.0%
O=C(CSc1oc(-c2ccccc2)nc1S(=O)(=O)c1ccc(F)cc1)NCC1CCCO1 (configuration not stated) | · | 2.8%
CC(C)(C)OC(=O)NC(CC(=O)OCc1ccccc1)C(=O)O (configuration not stated) | 1 | -3.4%
COc1cccc(C2=NOC(C(=O)N3CCN(C(=O)c4ccco4)CC3)C2)c1 (configuration not stated) | · | -1.0%
Cc1ccc(NC(=O)COC(=O)C2=COCCO2)cc1 | · | 1.2%
CCOC(=O)c1sc(NC(=O)CSc2n[nH]c(-c3ccc(Cl)cc3Cl)n2)c(C#N)c1C | · | 0.6%
Cc1ccc(S(=O)(=O)N2CC=C(c3ccc(F)cc3)CC2)cc1 | 4 | 1.7%
Cc1ccc(/C=C/C(=O)NCc2ccccn2)o1 | -4 | -1.3%
O=C(O)c1cccc(NC2=C(Cl)C(=O)c3ccccc3C2=O)c1 | -2 | -1.6%
CN(/C=C/C(=O)C(F)(F)C(F)(F)F)Cc1ccccc1 | -5 | 0.2%
